SKKanGAS inh: SKKanGAS growth inhibition | S. pyogenes SKKanGAS, kanamycin growth, BacTiter-Glo, 6 h | inhibition, % at 7.5 µM | hit rate 1.3% among 300,000;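 active means mean replicate score, as percent of positive control median, at least 50; inconclusive means mean below 50 but one replicate at or above 50; inactive means mean and every replicate below 50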;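 further: strain carries kanamycin resistance gene driven by streptokinase promoter and grows in 40 µg/ml kanamycin; loss of luminescence reflects streptokinase promoter inhibition or plain growth inhibition; 0% = median of DMSO wells and 100% = positive control at its reference dose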
TRPC6 inh: inhibitors of mouse TRPC6 channel; AID 2553; HEK293-TRPC6, membrane potential dye, ACh-evoked depolarization; hits give low values; Q61143; hit rate 1.1% among 310,000; B-score at 10 µM;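 active means B-score under library mean minus 3 SD, initial fluorescence not abnormally high, positive integrated signal ratio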;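 further: B-score derived from integrated fluorescence ratio over the kinetic read; more negative B-score means stronger inhibition of depolarization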
TRPC6 activator: mouse TRPC6 channel activation. HEK293-TRPC6 membrane potential dye fluorescence; hits give high values. B-score at 10 µM. Q61143. hit rate 0.13% among 310,000. AID 2550;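 active means B-score of the integrated fluorescence ratio above library mean plus 3 SD, and starting fluorescence ratio within library mean plus 5 SD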;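 further: higher score means more depolarization so channel activation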
MrgX1 allo act: allosterically activates human MrgX1 receptor signaling; Q96LB2; MrgX1-HEK293, Fluo-4 calcium flux, FDSS; hits give high values; B-score at 10 µM; hit rate 0.63% among 310,000; AID 588675;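 active means plate-corrected calcium response at least 3 library SD above typical, normal starting fluorescence, not activating the receptor alone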;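 further: compound read alongside a low EC10 to EC30 dose of BAM8-22 agonist; peak minus trough fluorescence over baseline measured at the second addition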
Target sequence (Q96LB2 whole entry, looked up): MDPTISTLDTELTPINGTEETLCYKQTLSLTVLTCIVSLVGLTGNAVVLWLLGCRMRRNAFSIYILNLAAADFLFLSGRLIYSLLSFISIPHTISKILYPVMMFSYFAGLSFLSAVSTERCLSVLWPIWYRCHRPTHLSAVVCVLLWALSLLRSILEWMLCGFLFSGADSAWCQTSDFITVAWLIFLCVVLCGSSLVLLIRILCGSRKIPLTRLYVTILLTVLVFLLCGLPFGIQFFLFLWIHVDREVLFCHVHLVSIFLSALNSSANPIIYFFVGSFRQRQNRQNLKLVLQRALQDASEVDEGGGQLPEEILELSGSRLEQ
HDAC3 inhib: human HDAC3 inhibition; O15379; recombinant HDAC3, fluorogenic peptide/trypsin coupled, fluorescence; inhibition, % at 8.3 µM; hit rate 0.15% among 320,000; in the data active means inhibition above about 26%, passing the limit was not always enough; inconclusive means no clear call, values can overlap the other calls
Target sequence (O15379 whole entry, looked up): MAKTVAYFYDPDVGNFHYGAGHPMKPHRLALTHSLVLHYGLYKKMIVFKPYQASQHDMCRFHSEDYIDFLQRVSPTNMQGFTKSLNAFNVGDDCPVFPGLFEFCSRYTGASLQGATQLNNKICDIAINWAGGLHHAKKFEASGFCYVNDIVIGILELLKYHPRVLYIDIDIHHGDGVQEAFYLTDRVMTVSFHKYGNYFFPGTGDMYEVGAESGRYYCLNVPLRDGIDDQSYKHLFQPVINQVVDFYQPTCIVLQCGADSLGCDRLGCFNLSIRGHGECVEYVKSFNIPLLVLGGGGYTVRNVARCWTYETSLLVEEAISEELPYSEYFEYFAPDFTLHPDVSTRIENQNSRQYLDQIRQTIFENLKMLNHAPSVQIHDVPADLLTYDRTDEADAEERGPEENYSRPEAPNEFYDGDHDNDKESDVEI
MrgX1 antagonist: blocks BAM8-22 activation of human MrgX1 receptor; MRGX1-HEK293 calcium flux, Fluo-4, BAM8-22 antagonism; hits give low values; B-score at 10 µM; hit rate 1.3% among 310,000; AID 588676;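 active means calcium-response B-score plate-corrected more than 3 library SD below zero, starting fluorescence within 5 deviations, no agonist response on first addition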;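 further: peak minus trough fluorescence over baseline after final BAM8-22 challenge near maximal dose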
ANO1 block: inhibitors of mouse TMEM16A calcium-activated chloride channel; Q8BHY3; HEK293 TMEM16A/YFP iodide influx fluorescence, ionomycin; normalized B-score (activity score, 25-100; higher = stronger inhibition) at 10 µM; hit rate 1.2% among 310,000;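 active means ratio plate-corrected score three or more library SD toward inhibition, starting fluorescence score within five deviations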;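 further: score derived from kinetic fluorescence span divided by baseline fluorescence per well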
RGS4 inh: inhibitors of human RGS4; P49798; HEK293 M3R/RGS4 inducible, Fluo-4 calcium flux; hits give high values; triggered by carbachol at its EC20; B-score at 10 µM; hit rate 0.45% among 310,000;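 active means B-score, a plate-corrected calcium signal, over three deviations above library mean, with baseline fluorescence within five deviations of library mean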;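 further: RGS4 expression induced by doxycycline in cells with stable M3 receptor; B-score is computed from the integrated fluorescence ratio over baseline after carbachol; higher B-score means a larger calcium signal and so more RGS4 inhibition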
Target sequence (P49798 whole entry, looked up): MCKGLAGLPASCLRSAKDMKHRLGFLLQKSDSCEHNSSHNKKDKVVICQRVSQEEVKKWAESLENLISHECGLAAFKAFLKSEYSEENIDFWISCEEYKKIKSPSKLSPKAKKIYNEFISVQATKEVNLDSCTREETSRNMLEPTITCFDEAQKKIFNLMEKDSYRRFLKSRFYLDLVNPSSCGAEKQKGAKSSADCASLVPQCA
MrgX1 ag: agonists of human MrgX1 receptor. B-score at 10 µM. hit rate 0.44% among 310,000. MrgX1-HEK293 cells, Fluo-4 calcium fluorescence, agonist mode; hits give high values;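 active means calcium response B-score plate-corrected fluorescence ratio at least 3 library SD, with starting fluorescence B-score inside 5 SD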
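Material: MrgX1-expressing HEK293 cells / Dosing: compound as first of three additions / Incubation: overnight seeding, then 1 h dark dye loading / Signal: Fluo-4 NW calcium fluorescence / Evaluation: B-scored fluorescence response ratio / Benchmarks: positive and negative control wells on each plate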
RGS4 pot: RGS4 potentiation or activation. HEK293 M3R/inducible RGS4, carbachol calcium flux Fluo4; hits give low values. B-score at 10 µM. hit rate 0.92% among 310,000. AID 463111;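 active means B-score of the integrated calcium signal more than 4 SD below the library mean, with starting fluorescence not abnormally high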;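 further: negative B-score means reduced calcium response which marks RGS4 activation or potentiation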
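Detection: kinetic calcium fluorescence imaging with Fluo4-AM dye, 2 µM / Material: HEK293 cells with stable M3R and inducible RGS4 / Schedule: recording 10 s baseline at 1 Hz, 100 s post-agonist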
ANO1 activ: activates or potentiates the mouse TMEM16A chloride channel | Q8BHY3 | HEK293 TMEM16A/YFP-H148Q/I152L, iodide quench fluorescence; hits give low values | B-score at 10 µM | hit rate 0.3% among 340,000 | AID 623877;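 active means fluorescence-ratio B-score plate-corrected deviation score at least 3 library SD below zero, with starting fluorescence score within 5 deviations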;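 further: channel opened by trigger with iodide after compound preincubation; score built on the fluorescence ratio of max minus min over baseline; more negative score means more quench and so TMEM16A activation or potentiation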
* = called active by the depositor; i = inactive; ? = inconclusive; . = no result given.

SMILES | SKKanGAS inh | TRPC6 inh | TRPC6 activator | MrgX1 allo act | HDAC3 inhib | MrgX1 antagonist | ANO1 block | RGS4 inh | MrgX1 ag | RGS4 pot | ANO1 activ
S=C1NC2=C(CCC/C2=C\c2ccc(Cl)cc2)C(c2ccc(Cl)cc2)N1 (stereo not drawn) | -11 | i | i | i | 5 | i | i | i | i | i | i
O=C(N/N=C/c1cn(-c2ccccc2)nc1-c1ccc(F)cc1)c1ccc2c(c1)OCO2 | 29 | i | i | i | -3 | i | i | i | i | i | i
Clc1ccccc1CSc1nnc(-c2ccccn2)n1Cc1ccco1 | 0 | i | i | i | -8 | i | i | i | i | i | i
CCN(Cc1ccccc1)C(=O)CCCOc1ccccc1 | -11 | i | i | i | -8 | i | i | i | i | i | i
CC1CCc2[nH]c3ccc(C(=O)Nc4ccc(C(=O)N(C)C)cc4)cc3c2C1 (stereo not drawn) | 9 | i | i | i | -3 | i | i | i | i | i | i
CCCN1CCN(c2ncnc3scc(C4COc5ccccc5O4)c23)CC1 (stereo not drawn) | 1 | i | i | i | 6 | i | i | i | i | -12* | i
Cc1noc(C)c1S(=O)(=O)N(CC(=O)NC1CCC(C)CC1)c1ccc(C(C)C)cc1 (stereo not drawn) | 1 | i | i | i | 7 | i | i | i | i | i | i
CCCSC1=N/C(=C\C=C\c2ccco2)C(=O)S1 | -10 | i | i | i | 3 | i | i | i | i | i | i
c1ccc(NCc2ccccn2)cc1 | -6 | i | i | i | 14 | i | i | i | i | i | i
CC(=O)Nc1cccc(N(C)S(C)(=O)=O)c1 | -6 | i | i | i | 3 | i | i | i | i | i | i
COc1ccccc1CNC(=O)Cn1cc(Br)ccc1=O | -1 | i | i | i | -6 | i | i | i | i | i | i
CN=C(NC1CCCCC1)c1ccc(Cl)cc1 | -1 | i | i | i | -4 | i | i | i | i | i | i
COc1ccc(CNC(=O)Cn2nnc(-c3ccc(NC(=O)C4CCCCC4)cc3)n2)cc1 | -10 | i | i | i | 1 | i | i | i | i | i | i
CCOC(=O)N1CCN(S(=O)(=O)N2CCCC(C(=O)NCc3ccccc3Cl)C2)CC1 (stereo not drawn) | -2 | i | i | i | 4 | i | i | i | i | i | i
CCOC(=O)C1CCCN(Cc2nc(N)nc(Nc3ccccc3OC)n2)C1 (stereo not drawn) | 1 | i | i | i | 7 | i | i | i | i | i | i
Cn1cc(S(=O)(=O)N2CCc3ccccc32)cc1C(=O)NC(C)(C)C | -3 | i | i | i | . | i | i | i | i | i | i
Cc1cc(C(=O)COC(=O)c2n[nH]c3ccccc23)c(C)n1CC1CCCO1 (stereo not drawn) | 3 | i | i | i | -12 | i | i | i | i | i | i
CC(C(=O)N1CCCCC1)N1C(=O)c2ccccc2C1=O (stereo not drawn) | -3 | i | i | i | -7 | i | i | i | i | i | i
N#C/C(=C(/O)COc1ccccc1)c1nc2ccccc2s1 | ? | i | i | i | 4 | i | i | i | i | i | i
CNC(=O)/C(C#N)=C1/SC(Cc2ccc(F)cc2)C(=O)N1c1ccccc1 (stereo not drawn) | -2 | i | i | i | -4 | i | i | i | i | i | i
O=C(CCNC(=O)c1ccccc1Cl)Nc1cc(C(F)(F)F)ccc1N1CCCC1 | -2 | i | i | i | 14 | i | i | i | i | i | i
COc1ccc(CCNC(=O)CNCC2CCCO2)cc1OC (stereo not drawn) | -14 | i | i | i | 9 | i | i | i | i | i | i
O=C(COc1cccc(-n2cnnn2)c1)Nc1ccccc1 | -7 | i | i | i | -7 | i | i | i | i | i | i
CC(C)c1ccc(OCC(O)CN2CCN(c3ccccn3)CC2)cc1 (stereo not drawn) | 4 | i | i | i | 7 | i | i | i | i | i | i
COc1ccc(C(=O)c2sc(Nc3ccccc3)nc2N)cc1OC | -9 | i | i | i | 4 | i | i | i | i | i | i
C=C(C)c1cccc(C(C)(C)NC(=O)Nc2ccc(Cl)cn2)c1 | 10 | i | i | i | . | i | i | i | i | i | i
CCc1ccccc1NC(=O)CN1CCN(CC(=O)Nc2cc(C)ccc2OC)CC1 | 3 | i | i | i | 4 | i | i | i | i | i | i
CCOC(=O)C(=O)N1CCN(c2cc3c(cc2[N+](=O)[O-])n(C)c(=O)n3C)CC1 | 2 | i | i | i | 7 | i | i | i | i | i | i
CCc1nc2cccnc2n1-c1ccc(CC(=O)NC(C)CC)cc1 (stereo not drawn) | 1 | i | i | i | -2 | i | i | i | i | i | i
CC(C)(C)NC(=O)/C(=C/c1ccco1)c1ccccc1 | 2 | i | i | i | 1 | i | i | i | i | i | i
O=C(Nc1c(Cl)cc(Cl)cc1C(=O)NCC1CCCO1)c1ccco1 (stereo not drawn) | 4 | i | i | i | 5 | i | i | i | i | i | i
COc1ccc(-c2ccc(C(=O)O)c(=O)[nH]2)cc1 | 3 | i | i | i | -16 | i | i | i | i | i | i
Cn1nccc1C(=O)N1CCCC(N2CCN(Cc3ccc4c(c3)OCO4)CC2)C1 (stereo not drawn) | -9 | i | i | i | 5 | i | i | i | i | i | i
N/C(=N\c1nc(C(F)(F)F)cc(=O)[nH]1)Nc1ccc(Cl)cc1 | -9 | i | i | i | 0 | i | i | i | i | i | .
CCCCCc1ccc(OCCC[n+]2ccccc2)c(CCCCC)c1 | 40 | i | i | i | 12 | i | i | i | i | i | i
COc1cc(OC)c(C2Nc3ccccc3NC3=C2C(=O)CC(C)(C)C3)cc1OC (stereo not drawn) | -10 | i | i | i | 1 | i | i | i | i | i | i
CC(C)C(OC(=O)c1nsc(Cl)c1Cl)C(=O)NCc1ccc2c(c1)OCO2 (stereo not drawn) | -14 | i | i | i | 6 | i | i | i | i | i | i
O=C(Cn1nnc(-c2ccccc2)n1)N1CCN(S(=O)(=O)c2ccc(Cl)cc2)CC1 | -10 | i | i | i | 1 | i | i | i | i | i | i
S=c1[nH]nc(-c2cccs2)n1/N=C/c1cn(-c2ccccc2)nc1-c1ccc(Cl)cc1 | 9 | i | i | i | -5 | i | i | i | i | i | i
COc1ccc(NS(=O)(=O)c2cc(NC(=O)c3cc(=O)c4ccccc4o3)ccc2OC)cc1 | 14 | i | i | i | 3 | i | i | i | i | i | i
O=c1c2oc3ccccc3c2ncn1Cc1ccccc1Cl | 13 | i | i | i | 7 | i | i | i | i | i | i
CCC(C)N(C(=O)Cn1nnc(-c2ccc(Cl)cc2)n1)C1CCS(=O)(=O)C1 (stereo not drawn) | -2 | i | i | i | -8 | i | i | i | i | i | i
O=C(Nc1ccccc1F)C1CCN(S(=O)(=O)c2cccnc2)CC1 | 5 | i | i | i | -12 | i | i | i | i | i | i
CC(C)CN(CC(C)C)CC(O)CN(c1ccccc1)S(=O)(=O)c1ccccc1[N+](=O)[O-] (stereo not drawn) | -14 | i | i | i | 11 | i | i | i | i | i | i
N=C1C(c2nc3ccccc3s2)=C(O)CN1CCCO | -1 | i | i | i | 7 | i | i | i | i | i | i
O=C(OCc1nnc(-c2ccccc2)o1)c1cccc(S(=O)(=O)N2CCOCC2)c1 | -7 | i | i | i | 1 | i | i | i | i | i | i
O=C(c1ccc(=O)[nH]n1)N1CCN(S(=O)(=O)c2ccc3ccccc3c2)CC1 | -6 | i | i | i | 9 | i | i | i | i | i | i
C=CCOc1ccc(CN(C)CC(O)COc2ccc(CCC(C)=O)cc2)cc1 (stereo not drawn) | 0 | i | i | i | -1 | i | i | i | i | i | i

The closing 2 entries of the section before open the next one.
SMILES | SKKanGAS inh | TRPC6 inh | TRPC6 activator | MrgX1 allo act | HDAC3 inhib | MrgX1 antagonist | ANO1 block | RGS4 inh | MrgX1 ag | RGS4 pot | ANO1 activ
O=C(c1ccc(=O)[nH]n1)N1CCN(S(=O)(=O)c2ccc3ccccc3c2)CC1 | -6 | i | i | i | 9 | i | i | i | i | i | i
C=CCOc1ccc(CN(C)CC(O)COc2ccc(CCC(C)=O)cc2)cc1 (stereo not drawn) | 0 | i | i | i | -1 | i | i | i | i | i | i
Cc1nc2ccccc2c2c1C(=O)N(C(C)C)C2=O | -2 | i | i | i | 1 | i | i | i | i | i | i
Cc1nnc(SCC(=O)Nc2ccccc2)[nH]c1=O | 17 | i | i | i | 0 | i | i | i | i | i | i
N#Cc1c(NC(=O)c2ccc([N+](=O)[O-])o2)sc2c1CCC2 | -4 | i | i | i | -1 | i | 100* | i | i | i | i
COc1ccc(Nc2nnc(-c3ccncc3)s2)cc1Cl | -3 | i | i | i | 2 | i | i | i | i | i | i
Cc1c(NC(=O)CN(c2ccccc2)S(=O)(=O)c2ccc(F)cc2)c(=O)n(-c2ccccc2)n1C | -8 | i | i | i | -1 | i | i | i | i | i | i
Cc1ccccc1OCCC(=O)OCC(=O)NC1CCCCC1 | 6 | i | i | i | 2 | i | i | i | i | i | i
COc1ccc(Nc2nc3ccccc3nc2C)cc1 | 6 | i | i | i | 13 | i | i | i | i | i | i
Cc1ccc(C(C)C)c(OCC(=O)NN=C(CCl)CCl)c1 | -3 | i | i | i | . | i | i | i | i | i | .
COCCN(Cc1cc2cc3c(cc2nc1Cl)OCO3)C(=O)c1cccc(C)c1 | 0 | i | i | i | . | i | i | i | i | i | i
COc1ccc(CCNC(=O)CNC(=O)c2ccc(Br)o2)cc1OC | -5 | i | i | i | 3 | i | i | i | i | i | i
S=c1[nH]nc(-c2ccc(Br)cc2)n1-c1ccc2c(c1)OCCO2 | 2 | i | i | i | 2 | i | i | i | i | i | i
COc1ccc(NC(=O)C2CCCN(S(=O)(=O)c3ccc(Cl)cc3)C2)cc1OC (stereo not drawn) | 2 | i | i | i | -3 | i | i | i | i | i | i
Cc1ccc(C(=O)NC(=S)NCC2CCCO2)cc1Br (stereo not drawn) | -23 | i | i | i | 3 | i | i | i | i | i | i
COC(=O)CCN(C(=O)c1ccc(C)c([N+](=O)[O-])c1)c1ccccn1 | 0 | i | i | i | -1 | i | i | i | i | i | i
CCS(=O)(=O)c1ccc2oc(SCC(=O)N3c4ccccc4CC3C)nc2c1 (stereo not drawn) | -6 | i | i | i | -6 | i | i | i | i | i | i
CCCCc1ccc(NC(=O)CSc2nnc(C)c(=O)n2N)cc1 | 0 | i | i | i | -4 | i | i | i | i | i | i
Cc1cc(C)c(C(=O)Nc2ccc(S(=O)(=O)Nc3onc(C)c3C)cc2)c(C)c1 | . | . | . | i | . | i | i | . | i | . | i
COc1ccc(CNC(=O)NS(=O)(=O)c2ccc(C)cc2)cc1 | 2 | i | i | i | 12 | i | i | i | i | i | i
